RSV CPE inhibition = RSV antiviral activity via CPE protection, HEp-2 cells, primary 10 µM value included (AID 2391); HEp-2 cells, RSV-induced CPE inhibition; higher % means a stronger effect; CPE inhibition, % at 10 µM, or IC50 in µM where a hit was titrated; 0.13% of 310,000 active; in the data active = a potency from the dose series; also: strong numbers were not always called active
Dengue-2 NS5 capping = flavivirus cap methylation enzyme inhibition – biochemical, confirmation dose response, primary screen (AID 588689); Dengue-2 NS5 methyltransferase capping enzyme assay, biochemical; higher % means a stronger effect; inhibition, % at 25 µM, or IC50 in µM where a hit was titrated; 0.3% of 340,000 active; in the data active = a potency from the dose series
MgcRacGAP inhibition = MgcRacGAP GTPase-activating activity inhibitors, confirmation, biochemical, ADP Hunter fluorescence; one-dose inhibition, % at 30 µM; IC50 in µM for titrated hits; 0.6% of 340,000 active; AID 624330; MgcRacGAP-stimulated Rac1 GTP hydrolysis, ADP Hunter fluorescence; higher % means a stronger effect; GST-tagged Rac1 F28L mutant substrate;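 active = first-screen hits whose inhibition reached a set limit at any dose in the follow-up dose series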;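 also: fluorescence reports GDP produced by GAP-driven GTP hydrolysis; strong numbers were not always called active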
The depositor's hits bear a star. This is a subset; count on the stated rates, not on these rows.

SMILES	RSV CPE inhibition	Dengue-2 NS5 capping	MgcRacGAP inhibition
Cc1nn(CC(=O)N2CCN(S(=O)(=O)c3ccccc3)CC2)c(C)c1[N+](=O)[O-]	0.0%	-4%	3%
Cc1noc(C)c1C(=O)OCC(=O)N(C)C1(C#N)CCCCC1	0.7%	-1%	5%
O=C(NNC(=O)c1ccccc1Cl)c1ccc2c(=O)n3c(nc2c1)CCC3	1.2%	-2%	3%
Cc1cc(C(=O)CN2CCN(CC(=O)Nc3cccc(F)c3)CC2)c(C)n1C1CC1	-0.2%	-1%	5%
CN(Cc1cccs1)C(=O)CCNS(=O)(=O)c1ccc(Br)cc1	0.2%	-9%	4%
Cc1cc(C(=O)Nc2ccc(Cl)c(S(=O)(=O)N3CCOCC3)c2)c2ccccc2n1	0.1%	-4%	6%
N#C/C=C/N1CCN(C(=O)c2ccco2)CC1	1.1%	-5%	3%
CCn1c2ccccc2c2cc(NC(=O)C(C)OC(=O)c3ccc(NC(=O)CC#N)cc3)ccc21 (stereo not given)	2.7%	-4%	-1%
O=C(COC(=O)c1cccc(Cl)c1)NC1CCS(=O)(=O)C1 (stereo not given)	0.1%	-3%	4%
O=C(c1ccc(N2CCCC2=O)cc1)N1CCN(c2ccccc2O)CC1	0.9%	-5%	0%

Only Dengue-2 NS5 capping (two entries from above):
Molecule	Dengue-2 NS5 capping
N#C/C=C/N1CCN(C(=O)c2ccco2)CC1	-5%
CCn1c2ccccc2c2cc(NC(=O)C(C)OC(=O)c3ccc(NC(=O)CC#N)cc3)ccc21 (stereo not given)	-4%

Filtered by structure: the compounds so far with a halogen (five)
SMILES	RSV CPE inhibition	Dengue-2 NS5 capping	MgcRacGAP inhibition
O=C(NNC(=O)c1ccccc1Cl)c1ccc2c(=O)n3c(nc2c1)CCC3	1.2%	-2%	3%
Cc1cc(C(=O)CN2CCN(CC(=O)Nc3cccc(F)c3)CC2)c(C)n1C1CC1	-0.2%	-1%	5%
CN(Cc1cccs1)C(=O)CCNS(=O)(=O)c1ccc(Br)cc1	0.2%	-9%	4%
Cc1cc(C(=O)Nc2ccc(Cl)c(S(=O)(=O)N3CCOCC3)c2)c2ccccc2n1	0.1%	-4%	6%
O=C(COC(=O)c1cccc(Cl)c1)NC1CCS(=O)(=O)C1 (stereo not given)	0.1%	-3%	4%

Remaining list, next part
SMILES	RSV CPE inhibition	Dengue-2 NS5 capping	MgcRacGAP inhibition
CC(C)COc1ccc(C(=O)NNC(=O)c2ccc(=O)[nH]c2)cc1	0.8%	2%	4%
COc1ccc(NC(=O)CN(C)C(=O)CNC(=O)c2sc3ccccc3c2Cl)cc1	7.2%	-16%	6%
O=C(OCC(=O)N(Cc1ccccc1)Cc1ccccc1)c1ccccc1O	0.3%	1%	1%
COCC(C)n1c(C)cc(C(=O)CSc2nnnn2C2CCCC2)c1C (stereo not given)	0.1%	5%	4%
CCOc1ccc(C(=O)CCC(=O)Nc2cccc(S(=O)(=O)N3CCCCC3)c2)cc1	2.4%	-9%	4%
CCN(CC(=O)Nc1c(F)cccc1F)C(=O)c1cn2ccccc2n1	0.4%	0%	3%
Cc1ccc(/C=C/S(=O)(=O)NCCC(=O)NCc2ccc(F)cc2)cc1	1.3%	-12%	2%
CC(=O)c1ccc(S(=O)(=O)NCCC(=O)NCCc2c[nH]c3ccccc23)cc1	-0.9%	3%	3%
O=C(c1ncn(Cc2ccccc2)c1C(=O)N1CCc2ccccc2C1)N1CCc2ccccc2C1	2.3%	-10%	-5%
Cc1c(Cl)cccc1NC(=S)NCc1ccccc1	17%	-5%	-1%
CC1CCCN(C(=O)COC(=O)CNC(=O)c2sc3ccccc3c2Cl)C1 (stereo not given)	2.6%	-6%	6%
O=C(COC(=O)c1cc(S(=O)(=O)N2CCOCC2)c(Cl)cc1Cl)c1ccc[nH]1	1.8%	0%	1%
N#Cc1ccc(C2=CC(=O)C[C@H](c3ccc(F)cc3)C2)cc1	0.1%	-6%	3%
CC(=O)c1ccc(OCCCC(=O)Nc2cccc(S(=O)(=O)N3CCCCC3)c2)cc1	2.7%	-5%	0%
Cc1cc(NC(=O)CN2C(=O)NC3(CCCCCC3)C2=O)ccc1Br	4.1%	1%	3%
Cc1ccc2oc(C(=O)Nc3cc(C)on3)c(C)c2c1	0.7%	4%	-1%
Cc1ccnc2nc(C(=O)OCC(=O)N(CC(C)C)C3CCS(=O)(=O)C3)nn12 (stereo not given)	1.0%	-1%	4%
COc1ccc(-c2sc3cc4c(cc3c2C#CCO)OCO4)cc1	6.5%	-2%	8%
O=C(OCC(=O)N1CCN(C(=O)c2ccco2)CC1)c1cccc(F)c1	1.7%	-4%	1%
CCN(CC)S(=O)(=O)c1ccc(N2CCOCC2)c(NC(=O)COc2ccccc2C)c1	-0.5%	-6%	8%
CCOC(=O)[C@H]1[C@H]2COc3ccc(Br)cc3[C@@H]2N2C(=O)CN(Cc3ccc(F)cc3)C(=O)[C@@]12C	0.6%	-7%	12%
CC(C)C(NC(=O)c1ccccc1)C(=O)OCC(=O)N1CCCC1 (stereo not given)	0.1%	-5%	6%
Cc1ccc(S(=O)(=O)N2CCOCC2)cc1NC(=O)COc1ccc(C(=O)c2ccccc2)cc1	0.5%	-6%	5%
COc1ccc(C(CNC(=O)CNC(=O)c2cccc(Cl)c2)N2CCCC2)cc1 (stereo not given)	-1.3%	0%	4%
COc1ccccc1CC(=O)OC(C)C(=O)Nc1ccc(S(=O)(=O)N2CCCCC2)cc1 (stereo not given)	4.0%	-7%	6%
O=C(COC(=O)c1ccc(O)cc1O)NC1CC1	-0.6%	-8%	0%
O=Cc1ccc(Cl)c(Cl)c1	0.4%	4%	8%
CC(=O)Nc1ccc(S(=O)(=O)NC(C)C(=O)OCCOc2ccc(F)cc2)cc1 (stereo not given)	-0.1%	2%	6%
C/C=C/C1=CC(=O)C[C@H](c2ccc3c(c2)OCO3)C1	5.2%	-3%	1%
CCC(=O)N(c1nnc(SCC(=O)NN2C(=O)NC3(CCCCC3)C2=O)s1)C1CC1	0.3%	2%	6%
CCOC(=O)c1ccc(NC(=O)c2nc[nH]c2C(=O)NCCCCNC(=O)c2[nH]cnc2C(=O)Nc2ccc(C(=O)OCC)cc2)cc1	-2.2%	3%	1%
CC(=O)c1ccc(NC(=O)CSc2nnc(-c3ccncc3)n2C2CC2)cc1	0.7%	-7%	6%
O=C(CNC(=O)c1ccc(Br)o1)NNC(=O)c1ccc(Br)cc1	-0.7%	-4%	2%
Nc1cccc2cc(-c3ccccc3)oc12	11%	-11%	9%
CN(CC(=O)Nc1ccccc1Br)C(=O)c1cc(Cl)nc2ccccc12	1.7%	0%	10%
CC(=O)c1sc(NC(=O)CCN2C(=O)C3CC=CCC3C2=O)nc1-c1ccccc1 (stereo not given)	0.8%	1%	2%
CCOC(=O)c1c(NC(=O)CN2C(=O)C(=O)N(C(C)C)C2=O)sc(C)c1CC	2.4%	-4%	1%
COc1ccc([C@H]2CC(=O)C=C(c3cc(C=O)ccc3OC)C2)cc1OC	0.7%	4%	12%
COc1ccc(C(=O)NCC(c2ccco2)N2CCCC2)cc1S(=O)(=O)N1CCCCC1C (stereo not given)	0.5%	-8%	5%
CCCCN(C(=O)c1cccc(N2C(=O)c3ccccc3C2=O)c1)c1c(N)n(CC(C)C)c(=O)[nH]c1=O	0.5%	-5%	3%
COc1ccc(C(=O)c2c(-c3ccc(OC)cc3)oc3ccccc23)cc1	1.9%	0%	3%
C=CCn1c(SCC(=O)NC2CC2)nc2ccccc2c1=O	0.0%	10%	-1%
COc1ccc(S(=O)(=O)N2CCN(C(=O)c3ccc4ccccc4n3)CC2)cc1	3.5%	-10%	3%
CCOCCCNC(=O)CN1CCN(S(=O)(=O)c2ccc3c(c2)CCC3)CC1	-0.1%	-3%	2%
CC(c1nnc(SCC(=O)N(C)C2CCS(=O)(=O)C2)n1-c1ccccc1)N(C)C (stereo not given)	0.1%	-7%	7%
COc1ccc(C2(C)NC(=O)N(CC(=O)N3CCc4ccccc43)C2=O)cc1OC (stereo not given)	2.6%	-9%	9%
O=C(CCC1CCCC1)Nc1cc(Cl)ccc1N1CCOCC1	-1.0%	-1%	0%
COc1ccc(C2=CC(=O)C[C@H](c3ccc4c(c3)OCO4)C2)cn1	1.4%	-11%	1%
CCOC(=O)C1=C(COC(=O)COc2cccc(C)c2C)NC(=O)NC1C (stereo not given)	1.4%	2%	9%
Cc1cccc(C2N(c3ccc(F)cc3)C(=O)C3CCCN32)c1 (stereo not given)	-0.2%	-2%	-6%

The last 3 entries of the part before open the next one.
SMILES	RSV CPE inhibition	Dengue-2 NS5 capping	MgcRacGAP inhibition
COc1ccc(C2=CC(=O)C[C@H](c3ccc4c(c3)OCO4)C2)cn1	1.4%	-11%	1%
CCOC(=O)C1=C(COC(=O)COc2cccc(C)c2C)NC(=O)NC1C (stereo not given)	1.4%	2%	9%
Cc1cccc(C2N(c3ccc(F)cc3)C(=O)C3CCCN32)c1 (stereo not given)	-0.2%	-2%	-6%
N#Cc1ccc(S(=O)(=O)N2CCN(CC(=O)NCC3(N4CCOCC4)CCCCC3)CC2)cc1	-0.1%	-9%	5%
CCOc1ccc(NS(=O)(=O)c2cc(C(=O)NCCCN3CCOCC3)ccc2C)cc1	0.1%	-4%	9%
CN(C(=O)CSc1nc2ccccc2c(=O)n1-c1ccc(F)cc1)C1CCS(=O)(=O)C1 (stereo not given)	1.3%	-7%	4%
CCCn1nc(C(=O)NC2CC2)c2ccccc2c1=O	0.0%	1%	1%
COCCCn1c(SCC(=O)NC2CCS(=O)(=O)C2)nnc1-c1ccc(Cl)cc1 (stereo not given)	0.1%	-5%	2%
CC1(CCc2ccccc2)NC(=O)N(CC(=O)Nc2ccccc2C#N)C1=O (stereo not given)	0.1%	-5%	2%
CCCN(C1CCS(=O)(=O)C1)S(=O)(=O)c1cc(OC)ccc1OC (stereo not given)	0.1%	-2%	4%
O=C(Nc1ccccn1)C1CCN(S(=O)(=O)c2ccc3c(c2)OCCO3)CC1	-0.2%	-7%	2%
COc1cc(OC)cc(-c2c(-c3cccs3)c3cc(-c4cccc5[nH]ccc45)ccc3n2C)c1	2.7%	-8%	9%
O=C(CCNS(=O)(=O)c1ccccc1C(F)(F)F)N1CCCCCCC1	0.9%	-13%	-2%
CCN(c1ccc(C(=O)CN2C(=O)NC3(CCOc4ccccc43)C2=O)cc1)S(C)(=O)=O (stereo not given)	0.6%	-13%	5%
O=S(=O)(c1ccc(S(=O)(=O)N(Cc2ccccc2)Cc2ccco2)cc1)N1CCCC1	0.4%	-5%	8%
CCCn1c(N)c(N(CCOC)C(=O)CSc2cc(C)c3cccc(C)c3n2)c(=O)[nH]c1=O	1.1%	-5%	8%
Cc1cc(N(C)C)nc(Nc2ccccc2)n1	3.7%	-2%	9%
Cc1cccc(C(=O)OCC(=O)NC2CCCCCCC2)c1	-0.7%	2%	-1%
CCCc1cc(NC(=O)COC(=O)c2nccnc2N)n(-c2ccccc2)n1	3.8%	-4%	3%
Cc1c(NC(=O)c2cccc(NC(=O)Cc3ccccc3F)c2)c(=O)n(-c2ccccc2)n1C	1.7%	1%	1%
COc1cccc(CN(C)C(=O)c2ccc(C)c(S(=O)(=O)N3CCCCC3)c2)c1	1.2%	0%	3%
CCC(C)(C)NC(=O)C(c1ccccc1)N(Cc1cccs1)C(=O)Cn1nnc2ccccc21 (stereo not given)	-0.2%	-1%	13%
CCOc1ccc(C(=O)NCC(=O)NCC(c2ccco2)N2CCCCC2)cc1 (stereo not given)	-0.1%	0%	2%

Exported with values under each structure: 3 of the compounds above.
Value order: RSV CPE inhibition, Dengue-2 NS5 capping, MgcRacGAP inhibition
> COc1cccc(CN(C)C(=O)c2ccc(C)c(S(=O)(=O)N3CCCCC3)c2)c1
    1.2%, 0%, 3%
> CCC(C)(C)NC(=O)C(c1ccccc1)N(Cc1cccs1)C(=O)Cn1nnc2ccccc21 (stereo not given)
    -0.2%, -1%, 13%
> CCOc1ccc(C(=O)NCC(=O)NCC(c2ccco2)N2CCCCC2)cc1 (stereo not given)
    -0.1%, 0%, 2%

Remaining list, next part
SMILES	RSV CPE inhibition	Dengue-2 NS5 capping	MgcRacGAP inhibition
O=C(c1cc(=O)[nH]c2ccccc12)N1CCN(S(=O)(=O)c2ccc(Cl)cc2)CC1	-0.3%	-4%	0%
COC(=O)c1c(C)[nH]c(C(=O)C(C)OC(=O)C2CC(=O)N(c3ccc(C)cc3)C2)c1C (stereo not given)	2.0%	-6%	4%
Cc1cc([N+](=O)[O-])c(NCCCCCCO)c([N+](=O)[O-])c1	1.5%	-7%	6%
O=C(COC(=O)c1ccc(F)c(S(=O)(=O)N2CCOCC2)c1)NC1CCCCC1	0.5%	-11%	7%
CC(=O)Nc1ccc(S(=O)(=O)Nc2ccccc2N2CCOCC2)cc1	-1.1%	4%	5%
COc1ccc([C@H]2CC(=O)C=C(c3ccc(SC)cc3)C2)cc1	-0.3%	-5%	2%
Cc1cnc(C(=O)OCC(=O)c2ccc(C)s2)cn1	0.5%	-6%	-1%
CN(CC(=O)NCc1ccco1)C(=O)C1CC(=O)N(c2ccc3c(c2)OCCO3)C1 (stereo not given)	0.0%	-14%	1%

Assay outcomes deposited in PubChem by Southern Research Specialized Biocontainment Screening Center.
